G9a block – G9a (human) methyltransferase inhibition; Q96KQ7; G9a H3K9 monomethylation, AlphaScreen, 2 h; Potency, µM (top dose mostly 102 µM), inactives show top-dose activity, negative = inhibition, usual class: inhibitors; 8.8% of 350,000 active; further: on the % scale 0 is the no-effect control and ±100 the full control effect; nearly all actives have a fitted effect of over 75% in size
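AlphaScreen detection with an anti-monomethyl H3K9 antibody quantified product after a 2 h room-temperature reaction containing 500 nM biotinylated H3K9 peptide, 20 µM SAM and 20 nM enzyme, which had been preincubated 15 min with compound.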
APEX1 inh – inhibitors of human APE1 endonuclease; Potency, µM (highest dose often 65.8 µM), inactives show at the top dose activity change, negative = inhibition, most hits filed as inhibitors; recombinant APE1, TAMRA/BHQ-2 abasic DNA cleavage fluorescence; 0.35% of 350,000 active; AID 2517; P27695;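 further: plate controls were vehicle for no effect and reference inhibitor for full effect; nearly all actives have a fitted effect of over 55% in size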
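Measures dequenching upon AP-site incision of a 5'-TAMRA/3'-BHQ-2 THF-containing duplex, 50 nM; human APE1 0.75 nM after 15 min room-temperature exposure to compound; kinetic three-point read at one-minute spacing.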
POLB inh – DNA polymerase beta (human) inhibition; P06746; Pol beta primer extension/strand displacement, fluorescence kinetic; Potency, µM (highest dose often 114 µM), without a hit: top-dose activity change, negative = inhibition, usual class: inhibitors; 1.3% of 340,000 active; further: on the % scale 0 is the no-effect control and ±100 the full control effect
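Human Pol beta at 10 nM; strand-displacement substrate 50 nM final. Compound exposure 15 min at room temperature before start, reaction 10 min at room temperature.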
Pol eta inh – DNA polymerase eta (human) inhibition | recombinant Pol eta, fluorescent DNA replication assay | 1.2% of 390,000 active | Q9Y253 | Potency, µM (top dose mostly 114 µM), inactives show top-dose activity change, negative = inhibition, usual class: inhibitors; further: on the % scale 0 is the no-effect control and ±100 the full control effect
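Fluorescent replication assay: 50 nM final substrate added after a 15 min room-temperature compound preincubation with 10 nM enzyme. Signal taken at 0 min and again at 10 min.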
JMJD2A Tudor – blocks the human JMJD2A Tudor domain; O75164; AlphaScreen JMJD2A-Tudor / H3K4me3 peptide binding; Potency, µM (doses to about 114 µM), for the others: at the top dose activity change, negative = inhibition, usual class: inhibitors; 4.4% of 390,000 active; AID 504339; further: on the % scale 0 is the no-effect control and ±100 the full control effect; nearly all actives have a fitted effect of over 50% in size
POLI inh – blocks human DNA polymerase iota activity; Potency, µM (highest dose often 115 µM), inactives show at the highest dose activity, negative = inhibition, usual class: inhibitors; Q9UNA4; AID 588590; 1% of 390,000 active; Pol iota fluorescent replication assay, 10 min
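Fluorescent replication assay read twice, at 0 min and 10 min after adding 50 nM (final) substrate. Enzyme (10 nM) and compounds were first incubated 15 min at room temperature; enzyme-free buffer wells were negative controls.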
BLM helicase inh – Bloom syndrome helicase (human) inhibition; Potency, µM (series often up to 56.1 µM), without a hit: at the highest dose activity change, negative = inhibition, usual class: inhibitors; recombinant BLM DNA unwinding, fluorescence dequenching; P54132; AID 2528; 0.2% of 350,000 active;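 further: plate controls were vehicle for no effect and no enzyme for full effect; nearly all actives have a fitted effect of over 35% in size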
Target sequence (P54132 whole entry, looked up): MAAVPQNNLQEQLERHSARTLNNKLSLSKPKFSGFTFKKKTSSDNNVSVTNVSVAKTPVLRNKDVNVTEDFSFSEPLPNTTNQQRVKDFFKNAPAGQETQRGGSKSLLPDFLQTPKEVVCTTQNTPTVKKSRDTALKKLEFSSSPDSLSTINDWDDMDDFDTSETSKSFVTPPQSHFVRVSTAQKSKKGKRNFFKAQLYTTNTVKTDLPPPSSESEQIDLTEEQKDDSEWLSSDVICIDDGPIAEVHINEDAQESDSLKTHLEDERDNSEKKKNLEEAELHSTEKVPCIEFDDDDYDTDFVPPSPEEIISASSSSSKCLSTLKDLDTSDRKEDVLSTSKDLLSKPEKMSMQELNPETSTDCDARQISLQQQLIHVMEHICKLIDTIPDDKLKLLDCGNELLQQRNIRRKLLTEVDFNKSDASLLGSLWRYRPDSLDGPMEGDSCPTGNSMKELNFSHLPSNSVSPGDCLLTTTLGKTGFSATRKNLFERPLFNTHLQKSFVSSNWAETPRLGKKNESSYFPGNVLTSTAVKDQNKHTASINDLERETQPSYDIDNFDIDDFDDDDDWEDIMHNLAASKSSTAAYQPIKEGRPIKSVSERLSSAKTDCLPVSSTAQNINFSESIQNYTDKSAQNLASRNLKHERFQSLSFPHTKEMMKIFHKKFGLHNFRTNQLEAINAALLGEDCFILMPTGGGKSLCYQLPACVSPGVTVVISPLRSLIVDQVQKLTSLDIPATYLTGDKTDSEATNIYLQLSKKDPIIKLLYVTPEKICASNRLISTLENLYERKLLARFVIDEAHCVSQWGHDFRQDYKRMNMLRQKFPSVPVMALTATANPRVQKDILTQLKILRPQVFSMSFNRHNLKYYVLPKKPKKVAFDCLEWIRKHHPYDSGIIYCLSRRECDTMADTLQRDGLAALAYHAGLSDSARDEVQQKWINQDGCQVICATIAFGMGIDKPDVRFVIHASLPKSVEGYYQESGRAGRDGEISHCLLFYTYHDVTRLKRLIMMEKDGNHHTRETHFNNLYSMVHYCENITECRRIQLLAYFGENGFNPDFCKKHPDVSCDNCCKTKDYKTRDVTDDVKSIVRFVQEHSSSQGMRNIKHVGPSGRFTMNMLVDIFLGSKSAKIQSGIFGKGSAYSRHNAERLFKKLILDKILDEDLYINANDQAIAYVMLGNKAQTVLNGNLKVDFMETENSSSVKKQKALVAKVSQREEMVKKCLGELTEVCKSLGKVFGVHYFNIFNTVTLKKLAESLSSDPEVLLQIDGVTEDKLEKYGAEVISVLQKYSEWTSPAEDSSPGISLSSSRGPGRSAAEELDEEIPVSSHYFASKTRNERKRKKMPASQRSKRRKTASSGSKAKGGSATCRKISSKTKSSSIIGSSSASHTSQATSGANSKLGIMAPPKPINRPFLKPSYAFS
BAZ2B inh – blocks human BAZ2B; 4.4% of 360,000 active; AlphaScreen BAZ2B-H3K14Ac peptide displacement; AID 504333; Q9UIF8; Potency, µM (highest dose often 114 µM), for the others: at the top dose activity change, negative = inhibition, most hits filed as inhibitors; further: on the % scale 0 is the no-effect control and ±100 the full control effect; nearly all actives have a fitted effect of over 60% in size
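Multi-concentration screen (max 110 uM) measuring displacement of acetylated histone H3 peptide from BAZ2B by AlphaScreen, using 50 nM protein, 50 nM peptide and 10 ug/mL streptavidin donor plus Ni-chelate acceptor beads.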
POLK inh – DNA polymerase kappa (human) inhibition; purified Pol kappa, fluorescent DNA synthesis assay, 10 min; Potency, µM (titrated, usually from 107 µM), for inactives: top-dose activity, negative = inhibition, most hits filed as inhibitors; 0.53% of 400,000 active; AID 588579; further: on the % scale 0 is the no-effect control and ±100 the full control effect
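Readout: fluorescence, taken kinetically at 0 and 10 min. Conditions: 10 nM Pol kappa, 15 min RT compound preincubation, 50 nM substrate final. Controls: enzyme-free buffer wells.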
The depositor's hits bear a star; ? = inconclusive; nt = no result given; [ ] = another dose, or the depositor's remark. The call rests on the fitted dose curve; in most records, active means well fitted curve in the direction sought with a large enough effect; inconclusive means small, poorly fitted or top-dose-only effect, or another doubt; inactive means no such curve, though single readings can be large; an effect the other way counts as inactive or inconclusive. Potency means the concentration at half of the fitted maximal effect. These rows are one share of the data (hit frequency here may not be typical).

nr	SMILES	Pol eta inh	JMJD2A Tudor	POLI inh	POLB inh	G9a block	BLM helicase inh	POLK inh	APEX1 inh	BAZ2B inh
1	COC(=O)c1ccccc1NC1=C/C(=N\S(=O)(=O)c2ccc(C(=O)O)cc2)c2ccccc2C1=O	14µM*	20µM*	1.1µM*	32µM*	8.9µM*	20µM*	?	?	8.9µM*
2	COc1ccc(/C=C(/NC(=O)c2ccco2)C(=O)N2CCCC2=O)cc1	-6%	-17%	-4%	9%	-6%	1%	-2%	0%	-4%
3	Cc1cc(NCCCO)n2nc(-c3cccs3)cc2n1	-4%	-18%	29%	3%	nt	4%	-3%	4%	-14%
4	Cc1cc(C)n(-c2ccc(C(=O)Nc3sccc3C(N)=O)cc2)n1	?	-18%	?	?	-14%[59 µM]	-8%	-13%	1%	-2%
5	CCOc1cccc2sc(NC(=O)c3ccc(Br)s3)nc12	-6%	-4%	9%	39%	-2%	-4%	11%	-7%	10%
6	COc1ccc(NC(=O)c2ccc(F)c(F)c2)c2ccccc12	-21%	-5%	25%	31%	17%	-4%	-17%	24%	2%
7	Cc1ccc(-c2n[nH]c(=O)c3ccccc23)cc1N	-11%	-10%	6%	35%	-8%	-5%	-2%	13%	-4%
8	Cc1nn(CC(=O)N2CCOCC2)c(=O)c2c1sc1ccccc12	-26%	-25%	32%[activator]	34%	2%	1%	-6%	11%	-4%
9	COC(=O)[C@H](Cc1ccc(O)cc1)NC(=O)Cn1cnc2c(NCc3ccccc3)ncnc21	-7%	-14%	-15%	nt	nt	nt	-7%	-2%	nt
10	Cc1cc(C=O)c(C)n1-c1cc(C(F)(F)F)ccc1N1CCOCC1	-3%	-28%	4%	11%	2%[59 µM]	2%	-2%	3%	-33%
11	O=C(Nc1ccccc1O)c1ccc(C(=O)c2ccccc2)o1	-4%	-7%	?	16%	17%	-1%	0%	15%	3%
12	CN(Cc1cccc(F)c1)C(=O)c1cc(S(=O)(=O)N2CCOCC2)ccc1N1CCCC1	-1%	-8%	21%	nt	8%[12.7 µM]	nt	-4%	-8%	12%
13	Nn1c(SCc2cccc(Br)c2)nnc1-c1ccncc1	-26%	7%	-14%	-15%	5%	-5%	-8%	4%	-18%
14	Cc1c(C)n(C(=O)CN2CCC(C(N)=O)CC2)c2ccccc12	-7%	-18%	11%	10%	10%[59 µM]	-4%	-16%	-2%	-6%
15	O=[N+]([O-])c1cc(/C=N/NC(=S)Nc2ccccc2Cl)ccc1Cl	-13%	-13%	149%[activator]	-15%	2%	-2%	-2%	-3%	-22%

Additional records.
nr	SMILES	Pol eta inh	JMJD2A Tudor	POLI inh	POLB inh	G9a block	BLM helicase inh	POLK inh	APEX1 inh	BAZ2B inh
16	O=C(CSc1nnc2ccccn12)NCCN1C(=O)CSC1=O	-4%	3%	7%	26%	?	-6%	3%	16%	10%
17	CCN(CC)S(=O)(=O)c1ccc(Nc2ccc(-c3ccc4c(c3)OCCO4)nn2)cc1	2%	-9%	2%	17%	nt	0%	-13%	3%	-6%
18	CC(C)(C)c1cc(C(=O)NNc2ccc(OC(F)(F)F)cc2)n(Cc2ccccc2)n1	?	-18%	31%[activator]	0%	nt	-13%	-16%	-2%	-1%
19	O=C(O)Cc1ccc(C(=O)c2ccc(Cl)cc2)s1	-9%	5%	23%	7%	?	0%	-2%	2%	4%
20	O=C(CCN1C(=O)C2CC=C(Cl)CC2C1=O)N1CCCCC1 (stereo not given)	-10%	?	15%	7%	11µM*	2%	-26%	?	-8%
21	COc1cccc(N2CCN(c3ccc4nnc(CCC(=O)Nc5ccc(F)cc5)n4n3)CC2)c1	-18%	-10%	-9%	57%	56%[activator]	-1%	3%	36%	-27%
22	CC1CCN(CC(=O)c2cccs2)CC1	8%	-3%	87%[activator]	-10%	?	0%	-10%	8%	-32%
23	Cc1c(C)n(Cc2ccccc2)c2ccc(C(=O)NCC(C)c3ccccc3)cc12 (stereo not given)	-17%	?	35%[activator]	4%	-33%[59 µM]	-9%	-23%	nt	-12%
24	CN(C)S(=O)(=O)c1cccc(-c2csc(=Nc3ccccc3)n2CCCN2CCOCC2)c1	-24%	50µM*	-16%	-2%	50µM*	-4%	-1%	-1%	32µM*
25	O=C(NC(Cc1ccccc1)C(=O)O)/C(=C/c1ccc(Cl)cc1)NC(=O)c1ccccc1 (stereo not given)	6%	-9%	5%	35%	-10%	-1%	-12%	15%	nt
26	Cc1nc(Nc2cccc(O)c2)c2oc3ccccc3c2n1	-11%	-19%	-11%	2%	?	-6%	-3%	3%	?
27	NC(N)=Nc1nc(CCN2C(=O)c3ccccc3C2=O)cs1	-23%	-23%	20%	-6%	?	5%	-18%	2%	-34%
28	Cn1c(Cl)cnc1C(O)(c1ccccc1)c1ccccc1	1%	31%	11%	1%	nt	-7%	-2%	-2%	-12%
29	CC(=O)c1c(C)[nH]c(C(=O)COC(=O)c2cc(S(=O)(=O)N(C)c3ccccc3)ccc2Cl)c1C	-15%	-4%[57.1 µM]	1%	22%	-10%	-6%	-17%	-4%	3%
30	CCOC(=O)c1sc2nc(C)nc(N3CCN(S(=O)(=O)c4ccccc4)CC3)c2c1C	2%	-26%	81%[activator]	nt	nt	nt	-2%	-11%	nt

More results:
nr	SMILES	Pol eta inh	JMJD2A Tudor	POLI inh	POLB inh	G9a block	BLM helicase inh	POLK inh	APEX1 inh	BAZ2B inh
31	O=C(O)CCC(=O)NNC(=O)c1ccc([N+](=O)[O-])cc1	-11%	-1%[11.4 µM]	27%	14%	2%	0%	-2%	-2%	-21%
32	CCOC(=O)c1c(-c2ccccc2)csc1NC(=O)CSc1nnc(C)s1	-12%	-2%	5%	-18%	17%	-11%	-8%	-4%	4%
33	COc1cc(C#N)c(NC(=O)CN2CCN(CCO)CC2)cc1OC	-1%	-21%	-14%	4%	0%	1%	0%	0%	-4%
34	O=C(CC1CCC1)NC(c1ccccc1)c1ccccc1	-6%	8%	30%	-2%	19%	-5%	10%	-9%	-1%
35	CN(C)c1ccc(CN(CC2CCCO2)C(=O)COc2ccccc2Cl)cc1 (stereo not given)	-25%	45µM*	23%	-13%	13µM*	-1%	-23%	nt	40µM*
36	COc1ccc(/C=N/NC(=O)C(C)Sc2ccccn2)cc1[N+](=O)[O-] (stereo not given)	-3%	-7%	12%	24%	?	-3%	-6%	7%	nt
37	O=C(NCCS(=O)(=O)NCc1ccc2c(c1)OCO2)c1ccccc1	1%	-10%	10%	nt	7%	nt	-11%	15%	-5%
38	COc1cc(/C=C2\NC(=S)N(C)C2=O)ccc1OCc1ccccc1F	-7%	-12%	-16%	0%	-3%	-8%	1%	23%	3%
39	CC1=C(C(=O)OCc2ccccc2)C(c2ccc([N+](=O)[O-])cc2)NC(=O)N1CCCC(=O)O (stereo not given)	-16%	-13%	13%	-3%	45µM*	2%	1%	9%	-7%
40	COc1ccc(CNC(=O)Cn2ccc3cc(S(=O)(=O)N4CCCCCC4)ccc32)c(OC)c1	-8%	-12%	6%	8%	2%[59 µM]	-1%	2%	nt	-12%
41	CSc1cccc(NC(=O)c2[nH]c(C)c(C(C)=O)c2C)c1	-19%	-19%	19%	5%	?	-3%	1%	8%	50µM*
42	CCOc1ccc(OCc2ccc(C(=O)NCc3ccncc3)o2)cc1	-11%	-10%	25%	2%	0%[12.7 µM]	-2%	-2%	-2%	6%
43	Cc1ccc(CNC(=O)CSc2nc3c(sc4ccccc43)c(=O)n2CCCOC(C)C)cc1	-3%	-10%	?	38%	6%[59 µM]	-6%	-4%[60.1 µM]	nt	1%
44	CN(C)S(=O)(=O)c1ccc(C(=O)Nc2nnc(SCc3cccc4ccccc34)s2)cc1	-18%	-13%	-14%	18%	-13%[59 µM]	-1%	1%	1%	8%
45	O=C(CCC(=O)N1CCN(c2ccc(Cl)c(Cl)c2)CC1)c1ccccc1	-11%	3%	-3%	20%	-6%	-7%	3%	-7%	-10%

Further compounds follow:
nr	SMILES	Pol eta inh	JMJD2A Tudor	POLI inh	POLB inh	G9a block	BLM helicase inh	POLK inh	APEX1 inh	BAZ2B inh
46	CN(C)C(=O)CCc1ccc2c3c([nH]c2c1)[C@]1(CCC2CCCC2)[C@@H](C(=O)N2CCOCC2)C[C@H](CC(=O)NCC24CC5CC(CC(C5)C2)C4)C(=O)N1CC3	-6%	?	0%	nt	nt	nt	-3%	-2%	nt
47	Cc1nc2ccccc2c(=O)n1-c1ccc(NS(=O)(=O)c2ccc(F)cc2)cc1	-14%	-8%	5%	nt	-46%	nt	-5%	-6%	2%
48	O=C(O)c1cccc(-c2ccc(/C=N/NC(=O)C3COc4ccccc4O3)o2)c1 (stereo not given)	28µM*	-16%	?	20µM*	40µM*	3%	?	-7%	?
49	CCCOc1cccc(OCCSc2nc(C)cc(=O)[nH]2)c1	4%	-22%	-9%	32%	6%[12.7 µM]	-5%	0%	-7%	7%
50	CCO[C@@H]1OC(C(=O)NCc2nc3ccccc3[nH]2)=C[C@H](C2CCCCC2)[C@H]1CCCO	-18%	-25%	0%	-13%	9%[12.7 µM]	-5%	5%	2%	-25%
51	COc1ccc(CC(=O)Nc2cccc(C(=O)NN3C(=O)c4ccccc4C3=O)c2C)cc1	2%	-8%	9%	-16%	-6%	-4%	-15%	2%	-19%
52	CCOC(=O)c1c(-c2ccc(C)cc2)csc1NC(=O)CCN1CC(C)OC(C)C1 (stereo not given)	-18%	8.9µM*	5%	1%	?	-8%	-20%	11%	22µM*
53	O=S(=O)(c1ccc(-c2cnc(C3CC3)o2)cc1)N1CCN(c2ccc(F)cc2)CC1	-19%	-12%	-4%	-23%	-4%[12.7 µM]	-8%	-2%[60.1 µM]	nt	-22%
54	Oc1ccc(Nc2ccc3ccccc3c2)cc1	-14%	40µM*	?	nt	nt	nt	-32%	nt	nt

Another view of some results above:
Every second line gives: Pol eta inh	JMJD2A Tudor	POLI inh	POLB inh	G9a block	BLM helicase inh	POLK inh	APEX1 inh	BAZ2B inh
47	Cc1nc2ccccc2c(=O)n1-c1ccc(NS(=O)(=O)c2ccc(F)cc2)cc1
  -14%	-8%	5%	nt	-46%	nt	-5%	-6%	2%
48	O=C(O)c1cccc(-c2ccc(/C=N/NC(=O)C3COc4ccccc4O3)o2)c1 (stereo not given)
  28µM*	-16%	?	20µM*	40µM*	3%	?	-7%	?
52	CCOC(=O)c1c(-c2ccc(C)cc2)csc1NC(=O)CCN1CC(C)OC(C)C1 (stereo not given)
  -18%	8.9µM*	5%	1%	?	-8%	-20%	11%	22µM*
